tuberculosis growth – growth inhibition of non-replicating M. tuberculosis (AID 488890). Mycobacterium tuberculosis non-replicating, growth inhibition; higher % means a stronger effect. one-dose inhibition, % at 25 µM; IC50 in µM for titrated hits. hit rate 0.39% among 320,000; in the data active means a potency from the dose series; inconclusive means inhibition mostly from about 82% at the one dose, without a potency; inactive means the rest, 99 in 100 with inhibition below about 76%;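 further: plate controls were DMSO cells for no effect and high antibiotic wells for full effect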
Salmonella PhoP GFP – PhoP regulon inhibitors, Salmonella typhi PhoP promoter GFP reporter, confirmatory (AID 1850). hit rate 0.33% among 310,000. Salmonella Typhi PhoP-promoter GFP reporter, fluorescence, 4 h; higher % means a stronger effect. inhibition, % at 50 µM; hits with a dose series show IC50 in µM; in the data active means a potency from the dose series; inconclusive means inhibition mostly from about 25% at the one dose, without a potency; inactive means the rest, 99 in 100 with inhibition below about 19%;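 further: 0% = induced wells with vehicle and 100% = uninduced wells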
H37Rv inhibition – M. tuberculosis growth inhibition, HTS (AID 449762). M. tuberculosis H37Rv growth inhibition, 7H9 media; higher % means a stronger effect. one-dose inhibition, % at 25 µM; IC50 in µM for titrated hits. hit rate 0.59% among 330,000; in the data active means a potency from the dose series; inconclusive means inhibition above about 70% without an active follow-up result;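 further: bacterial growth assessed after seven days of incubation; strong numbers were not always called active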
influenza NS1A – H1N1 influenza NS1A inhibitors, functional cell based assay (AID 504329). one-dose inhibition, % at 12.5 µM; IC50 in µM for titrated hits. hit rate 0.3% among 340,000. NS1A functional cell-based assay, percent inhibition; higher % means a stronger effect; in the data active means a potency from the dose series; inconclusive means inhibition above about 27% without an active follow-up result; further: strong numbers were not always called active
VEEV TC-83 Vero – inhibitors of VEEV TC-83 cytopathic effect, confirmation, Vero cells (AID 588727) | one-dose inhibition, % at 20 µM; IC50 in µM for titrated hits | hit rate 0.13% among 350,000 | Vero cells, VEEV TC-83 cytopathic effect inhibition; higher % means a stronger effect; in the data active means a potency from the dose series; inconclusive means inhibition mostly from about 14% at the one dose, without a potency; inactive means the rest, 99 in 100 with inhibition below about 12%; further: strong numbers were not always called active
VEEV TC-83 Vero 10K pilot screen – second read-out of VEEV TC-83 Vero, no call of its own (marks repeat the call); inhibition, %; measured here: 10K pilot screen inhibition
Starred values were filed as active, the others as inactive; i = inactive; u = inconclusive; x = no result given.

SMILES | tuberculosis growth | Salmonella PhoP GFP | H37Rv inhibition | influenza NS1A | VEEV TC-83 Vero | others
O=C1CCCC2=C1C1c3ccccc3C(=O)N1c1ccc(C(=O)c3ccccc3)cc1N2 (stereo not drawn) | 25% | 4% | 16µM* | 0% | 5.2%
Nc1c(C(=O)O)cnc2nc(N3CCOCC3)nn12 | 7% | -5% | 11% | 5% | 1.0%
COc1ccc(C=NOCC(=O)OCC(=O)Nc2ccc(OC)cc2)cc1 | 26% | x | 4% | -8% | 0.7%
CC(C)(C)c1ccc(C(CC(=O)O)NC(=O)c2ccccc2F)cc1 (stereo not drawn) | -12% | 8% | -8% | -3% | 1.7%
COc1cccc(/C=C2\SC(N)=NC2=O)c1OS(=O)(=O)c1ccccc1 | -21% | 0% | -4% | -1% | 1.5%
COCC(=O)Nc1nc2n(n1)C(c1ccc(Cl)cc1)CC(c1ccc(OC)cc1)N2 (stereo not drawn) | 53% | 3% | 2% | -18% | 8.1%
CC(C)c1cc(C(=O)OCC(=O)N2CCN(C(=O)c3ccco3)CC2)c(O)c(C(C)C)c1 | 8% | -4% | 4% | -5% | 4.8%
COc1ccc(-c2nc3c(c(=O)c4ccccc4n3C)c(=O)n2Cc2ccccc2)cc1 | -12% | 2% | -7% | -9% | i
CC(C)CNC(=O)C(=O)Nc1cc2c3c(c1)CCC(=O)N3CCC2 | 1% | 1% | 3% | 11% | i
C=C1C[C@H]2[C@@H]3C=C(C)C4=CC(=O)CC[C@]4(C)[C@H]3CC[C@]2(C)[C@@]1(OC(C)=O)C(C)=O | u | -15% | -2% | 4% | 3.3%
CN(C1CCCCC1)S(=O)(=O)c1ccc(C(=O)O)cc1 | -12% | -2% | 5% | 9% | 0.3%
CCNS(=O)(=O)c1ccc2nc(NC(=O)c3cccnc3)sc2c1 | 4% | 4% | 1% | 8% | 4.3%
Cc1ccc(N2CC(C(=O)Nc3ccc(N4CCOCC4)cc3)CC2=O)cc1C (stereo not drawn) | -17% | -5% | 15% | 9% | 1.7%
O=C(NC(=S)Nc1ccc(C(=O)N2CCOCC2)cc1)c1ccc([N+](=O)[O-])cc1 | 9% | -8% | -7% | -3% | 1.9%
COc1ccc(/C=C2/CC/C(=C\c3ccc(OC)c(OC)c3OC)C2=O)c(OC)c1OC | 0% | 0% | 2% | 10% | 2.9%
O=C(c1cccnc1Nc1ccc2c(c1)CCC2)N1CCOCC1 | 0% | -5% | -6% | -3% | 0.1%
CCOC(=O)/C(C#N)=C/c1c(Oc2cc(C)cc(C)c2)nc2ccccn2c1=O | -16% | -3% | -2% | -7% | i
CCOc1ccc(C2N(c3cc(Cl)ccc3OC)C(=O)C3CCCN32)cc1OC (stereo not drawn) | 11% | 18% | 13% | 2% | 0.1%
COc1cc(/C=C/c2nc3ccccc3c(=O)[nH]2)ccc1OC(F)F | 0% | -2% | -8% | 1% | i
CC1(C)CSC(=S)N1S(=O)(=O)c1ccccc1 | 23% | -7% | -1% | -2% | i
CC(C)(C)c1ccc(-c2nnc(SCC(=O)NCC3CCCO3)n2N)cc1 (stereo not drawn) | 1% | x | 4% | -11% | 0.1%
Cc1ccccc1OCC(=O)OCC(=O)NCc1ccc2c(c1)OCO2 | 11% | x | 4% | -6% | 0.3%
COc1ccc(NC(=O)Cn2nnc(C(=O)NCc3cccs3)c2N)cc1 | -16% | 0% | -4% | 0% | 1.4%
C=CC[C@@H](Cc1ccc(F)cc1)C(=O)OC[C@H]1CCCN1C(=O)[C@H](CC=C)CC(=O)N[C@H](CO)Cc1ccccc1 | 45% | x | 0% | 11% | 1.9%
CNC(=O)c1ccsc1NC(=O)c1ccc(S(=O)(=O)N2CCCc3ccccc32)cc1 | 30% | -3% | -4% | 9% | 11%
Cc1ccc(CNC(=O)CNS(=O)(=O)c2cccc3nsnc23)cc1 | -22% | 6% | 2% | -3% | 0.7%
Cc1cc(NC(=O)c2ccco2)ncc1NC(=O)Cc1ccccc1 | -10% | 3% | -6% | 11% | 2.4% | VEEV TC-83 Vero 10K pilot screen=1.3
O=C(NCC1CCCO1)c1cc(-c2ccc(F)cc2)no1 (stereo not drawn) | 60% | 2% | 2% | 2% | i
O=C(Nc1ccc(Nc2ccccc2)cc1)N1CCOCC1 | 34% | -9% | 0% | 0% | i
CC1(C2CC2)NC(=O)N(CC(=O)N2CCN(c3ccccc3Cl)CC2)C1=O (stereo not drawn) | x | x | x | 0% | 2.2%
O=C(COc1ccccc1Cl)N(Cc1cccs1)C1CCS(=O)(=O)C1 (stereo not drawn) | -12% | 5% | 15% | -6% | 0.7%
O=C1CCS/C(=N\N=C\c2ccc(Cl)cc2Cl)N1 | 61% | 6% | 3% | -18% | i
Nc1c(NCCc2ccccc2)c2ccccc2oc1=O | 27% | 8% | -5% | 1% | 2.1%
O=C(N=C1SC2CS(=O)(=O)CC2N1c1cccc(Cl)c1)C1CCCO1 (stereo not drawn) | -10% | 2% | 10% | -9% | 0.6%
O=C(NNc1cccc(Cl)n1)Nc1ccccc1Cl | -2% | 3% | -11% | 4% | 5.8%
O=C(Cc1ccccc1)NCC(=O)N1CCC1 | -7% | 15% | -9% | -6% | 0.6%
COc1ccccc1CC(=O)N1CCN(c2ccccc2)CC1 | 14% | 5% | 12% | 9% | 0.5%
COc1ccc(Cl)cc1N1C(=O)C2CCCN2C1c1cccc(F)c1 (stereo not drawn) | -19% | -5% | -5% | -5% | 0.6%
O=C(NCC1CCCN(Cc2ccc3nonc3c2)C1)c1cccc(C(F)(F)F)c1 (stereo not drawn) | 31% | 10% | 17% | -8% | 1.3%
CC1(c2ccc(OC(F)F)cc2)NC(=O)N(CC(=O)NCCC2=CCCCC2)C1=O (stereo not drawn) | 11% | x | -6% | -14% | 2.4%
COc1cc(NC(=S)NC(=O)c2ccccc2C)ccc1NC(=O)c1cccs1 | 38% | 4% | -5% | 10% | 7.9%
Cc1ccc(S(=O)(=O)N(C)CCCC(=O)Nc2ccccn2)cc1 | 50% | 1% | -2% | -7% | i
CC12CCC(=O)N1C(C(=O)NNC(=O)c1cccc(Cl)c1)CS2 (stereo not drawn) | -3% | -6% | -1% | -16% | 0.5%
Cn1cc(S(=O)(=O)N2CCN(c3ccccc3)CC2)c(=O)n(C)c1=O | 0% | 5% | 5% | 1% | i
CCOC(=O)c1ccc(NC(=S)N(Cc2cccnc2)Cc2ccco2)cc1 | 57% | 9% | 1% | -4% | 3.0%
CCOc1ccc(NC(=O)CN2CC(c3ccccc3)CC2=O)cc1 (stereo not drawn) | 8% | 0% | 1% | 4% | i
O=S(=O)(c1ccccc1Br)N(Cc1ccccc1)CC(O)COCc1ccccc1 (stereo not drawn) | x | x | x | -11% | 0.0%
c1c2c(cc3sc(N4CCOCC4)nc13)OCCO2 | -13% | -2% | -6% | -4% | 4.1%
CC(=O)C1=C(O)C(=O)N(CCCn2ccnc2)C1c1ccc(C)cc1 (stereo not drawn) | -2% | -2% | -1% | -11% | i
Cc1ccc(Nc2cc(C)nc3ccccc23)c(C)c1 | 79% | 10% | 1% | 1% | 3.6%
CCCCNC(=S)NNC(=O)c1csc(CC)c1 | 48% | -2% | -3% | -2% | 6.4%
CC(=O)Nc1cccc(NC(=O)/C=C/c2ccc(S(=O)(=O)N3CCOCC3)cc2)c1 | 3% | x | -5% | -9% | 13%
CCCC(=O)c1c[nH]c(C(=O)NCc2cccnc2)c1 | -7% | 7% | -4% | 4% | 1.0%
COc1ccc(-n2c(=O)c(CCC(=O)N3CCN(c4ccccc4O)CC3)nc3ccccc32)cc1 | 32% | -3% | u | -6% | 7.7%
N/C(=N\OC(=O)CC1CCCCC1)c1cccc([N+](=O)[O-])c1 | 79% | 5% | -2% | 2% | 0.1%
COc1ccc(S(=O)(=O)N2CCN(C(=O)CSC(=S)N3CCCC3)CC2)cc1 | 10% | x | -8% | -18% | 1.1%
CN(C)C(=O)c1nc2ccc(Cl)cn2c1CNCc1cccc(OC(F)(F)F)c1 | 17% | 3% | 4% | -5% | i
O=C(CN1C(=O)c2ccccc2C1=O)Nc1ccccc1C(F)(F)F | 0% | -2% | -5% | -6% | 1.1%
CC(C)[C@H](NC(=O)c1ccccc1)C(=O)NC1CCCCCCC1 | 10% | x | 7% | -2% | 3.0%
COc1ccc2nc(NC(=O)Cc3cccs3)sc2c1 | 17% | -6% | 11% | 4% | 6.4%

(cont.)
SMILES | tuberculosis growth | Salmonella PhoP GFP | H37Rv inhibition | influenza NS1A | VEEV TC-83 Vero | others
CCN(C1CCCCC1)S(=O)(=O)CCNC(=O)c1ccc2c(c1)OCO2 | -9% | 3% | -10% | 0% | i
CCOC(=O)c1ccc(NC(=S)NCCC2=CCCCC2)cc1 | u | -7% | 56% | -2% | i
O=[N+]([O-])c1cccnc1N1CCN(c2ccc(F)cc2)CC1 | 4% | -2% | -2% | 11% | 4.9%
Cc1cc(C(=O)N/N=C/c2cc(Br)cc(Br)c2OC(=O)c2cccc(F)c2)n[nH]1 | 62% | -1% | 40% | -8% | 8.3%
Cc1ccc(NC(=S)Nc2c(C)n(C)n(-c3ccccc3)c2=O)cc1Cl | 49% | 13% | -1% | 2% | i
CS(=O)(=O)N(Cc1ccc(Cl)cc1)c1ccc(C(=O)NCCSCc2ccco2)cc1 | 14% | 12% | 0% | 2% | i
CCc1nnc(NC(=O)CSc2nccn2-c2cc(C)cc(C)c2)s1 | 34% | -6% | 1% | -14% | 8.6%

Outcome played no part in choosing rows. About 1.5% of those tested had a hit in this group.
